# ARFGAP1 inhibitor: inhibitors of rat ARFGAP1. Q62848. inhibition, % at 16.5 µM. actives 0.26% (n = 360,000). Arfgap1-stimulated ARF1 GTP hydrolysis, GDP FP detection;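 active = inhibition above a per-plate limit, mean inhibition of low control wells plus 3 SD, cut at about 25% in these data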;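 also: 0% = DMSO wells with enzyme and 100% = wells lacking Arfgap1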
#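 Repeats: one replicate per compound; assay system: rat Arfgap1 catalytic domain, aa 1-136; times: enzyme reaction 120 min at 25 °C after 20 min preincubation; detection: FP of antibody-bound GDP Alexa 633 tracer, ex 620/em 688 nm; benchmarks: high control wells lacking Arfgap1, low control full reaction with DMSO; reagent: human ARF1(Δ1-17)-GTP substrate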
# HTRA1 inh: HTRA1 (human) protease inhibition. Q92743. recombinant HTRA1, FP-rhodamine activity-based probe, fluorescence polarization. inhibition, % at 5.96 µM. actives 0.5% (n = 340,000). AID 504803; in the data active = inhibition above about 36%;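 also: 0% = enzyme with DMSO and 100% = wells lacking enzyme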
# Target sequence (Q92743 whole entry, looked up): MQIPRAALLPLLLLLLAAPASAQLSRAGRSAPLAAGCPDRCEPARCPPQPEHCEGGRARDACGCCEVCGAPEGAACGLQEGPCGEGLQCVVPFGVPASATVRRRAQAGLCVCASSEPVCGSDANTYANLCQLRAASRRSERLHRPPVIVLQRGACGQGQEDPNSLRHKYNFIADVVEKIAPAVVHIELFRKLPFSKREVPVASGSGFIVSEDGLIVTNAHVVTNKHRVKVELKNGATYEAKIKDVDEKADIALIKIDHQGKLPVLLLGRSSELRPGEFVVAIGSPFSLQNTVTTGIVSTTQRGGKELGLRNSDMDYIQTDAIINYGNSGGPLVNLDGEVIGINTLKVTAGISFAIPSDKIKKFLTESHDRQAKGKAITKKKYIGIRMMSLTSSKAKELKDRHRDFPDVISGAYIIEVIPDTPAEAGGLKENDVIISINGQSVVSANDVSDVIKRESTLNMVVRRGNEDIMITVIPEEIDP
# PG9 binder: PG9 antibody binding by small molecule. TR-FRET gp120-PG9 antibody binding. inhibition, % at 6.7 µM. actives 0.43% (n = 360,000). AID 624416; in the data active = inhibition above about 8.5%
# NR1D1 modulator: modulates human Rev-erb alpha binding to DNA; P20393; Rev-erbα–FITC-DNA binding, fluorescence polarization, 90 min; activity, % at 10 µM; actives 0.79% (n = 370,000); AID 1259318;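 active = activity above about 14%, limit read from the data; passing the limit was not always enough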;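 also: 0% = DMSO wells with 35 nM protein and 100% = DMSO wells with 750 nM protein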
# mABHD4 FP: inhibits mouse alpha/beta hydrolase domain 4; Q8VD66; purified mABHD4, FP-Rh probe fluorescence polarization; inhibition, % at 8.92 µM; actives 0.54% (n = 370,000); AID 720543;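 active = inhibition exceeding the mean over every tested compound plus 3 SD, cut at about 30% in these data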;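 also: 0% = plate median of compound wells and 100% = S159A mutant with DMSO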
# Target sequence (Q8VD66 whole entry, looked up, the tested form may be a part): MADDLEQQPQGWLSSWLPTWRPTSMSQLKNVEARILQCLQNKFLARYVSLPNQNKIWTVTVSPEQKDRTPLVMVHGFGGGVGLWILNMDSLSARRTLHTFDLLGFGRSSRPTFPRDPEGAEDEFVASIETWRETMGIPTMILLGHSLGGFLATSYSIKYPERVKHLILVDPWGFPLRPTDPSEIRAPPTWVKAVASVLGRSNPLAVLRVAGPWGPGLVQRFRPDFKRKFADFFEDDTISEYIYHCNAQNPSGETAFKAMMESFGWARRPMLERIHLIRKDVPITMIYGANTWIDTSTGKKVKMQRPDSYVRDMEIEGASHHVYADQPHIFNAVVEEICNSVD
#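 Assay system: wild-type mouse ABHD4 protein; compound: single nominal dose of 8.92 µM, 0.89% DMSO final; schedule: 45 min + 60 min at 25 °C; measured by: FP readout, ex 525 nm / em 598 nm; evaluation: % inhibition of FP-Rh probe binding versus controls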
# ASAP1 GAP inh: blocks human ASAP1-stimulated Arf1 GTP hydrolysis; Q9ULH1; actives 0.19% (n = 360,000); GDP FP detection; inhibition, % at 16.5 µM; in the data active = inhibition above about 25%;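 also: 0% = vehicle with enzyme and substrate and 100% = no enzyme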
# rCAG binder: r(CAG) repeat RNA binding. TO-PRO-1 dye displacement fluorescence. inhibition, % at 3 µM. actives 1.3% (n = 370,000). AID 651821;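 active = inhibition above the plate cutoff, the mean of all test compounds on that plate plus 3 SD, cut at about 35% in these data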;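 also: 0% = DMSO alone and 100% = 100 µM mitoxantrone as full dye displacement; higher means more dye released from RNA so lower well fluorescence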
# GC-B act: GC-B (human) receptor activation. AID 1920062. activation, % at 10 µM. P20594. HEK293-GC-B cells, CNP EC30, cGMP TR-FRET; 0% at EC30 CNP, 100% saturating CNP. actives 0.11% (n = 370,000);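 active = activation at 10 µM reaching about 35% in either raw or pattern-adjusted values, limit read from the data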
# GC-A act: GC-A (human) enzyme activation. P16066. activation, % at 10 µM. HEK293 GC-A cells, cGMP TR-FRET, EC30 ANP; 0% at EC30 ANP, 100% saturating ANP. actives 0.14% (n = 370,000); in the data active = activation above about 40%
# SMARCA2 act: SMARCA2 function activation, primary screen; MG213 cells, MMTV-luciferase reporter, dexamethasone, overnight; activation, % at 9.1 µM; actives 1% (n = 370,000); AID 652017; in the data active = activation above about 7.8%;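 also: 0% = vehicle wells and 100% = reference activator wells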
# * marks the source's active call; other numbers are inactive results; nt = no result given.
# The first 2 compounds (preview)
# Letters: A = ARFGAP1 inhibitor; B = HTRA1 inh; C = PG9 binder; D = NR1D1 modulator; E = mABHD4 FP; F = ASAP1 GAP inh; G = rCAG binder; H = GC-B act; I = GC-A act; J = SMARCA2 act
Cc1nn(-c2cccc(Cl)c2)c2nc(C(F)(F)F)[nH]c(=O)c12
  A: -3.0; B: 2.5; C: 1.5; D: -3.0; E: -16.4; F: -12.4; G: 5.0; H: 2.1; I: 5.6; J: -2.6
Cn1c(=O)c2c(-c3ccccc3)n(-c3ccccc3Br)cc2n(C)c1=O
  A: -20.1; B: nt; C: 1.6; D: -0.7; E: 3.1; F: -2.9; G: 0.6; H: -3.6; I: -4.7; J: 3.2

# The listing (from the top)
# Letters: A = ARFGAP1 inhibitor; B = HTRA1 inh; C = PG9 binder; D = NR1D1 modulator; E = mABHD4 FP; F = ASAP1 GAP inh; G = rCAG binder; H = GC-B act; I = GC-A act; J = SMARCA2 act
Cc1nn(-c2cccc(Cl)c2)c2nc(C(F)(F)F)[nH]c(=O)c12
  A: -3.0; B: 2.5; C: 1.5; D: -3.0; E: -16.4; F: -12.4; G: 5.0; H: 2.1; I: 5.6; J: -2.6
Cn1c(=O)c2c(-c3ccccc3)n(-c3ccccc3Br)cc2n(C)c1=O
  A: -20.1; B: nt; C: 1.6; D: -0.7; E: 3.1; F: -2.9; G: 0.6; H: -3.6; I: -4.7; J: 3.2
Cc1ccc(N(C(=O)CCCC(=O)Nc2ccccn2)C(C(=O)NC2CCCC2)c2ccc(O)cc2)cc1C (centres undefined)
  A: -2.4; B: -2.6; C: -1.9; D: -0.4; E: -22.1; F: 2.5; G: 0.5; H: 0.8; I: -3.2; J: -2.5
Cc1cccc(N(Cc2cc3cc(C)ccc3[nH]c2=O)C(=O)c2cccs2)c1
  A: -13.1; B: -5.7; C: 0.9; D: 15.2; E: -7.8; F: 16.6; G: 4.0; H: -20.5; I: 13.1; J: -1.4
COc1cc(NC(C)CCc2ccccc2)cc(OC)c1OC (centres undefined)
  A: 0.4; B: 39.5*; C: -1.8; D: -2.7; E: 18.4; F: -6.5; G: -1.3; H: 0.7; I: 0.3; J: -0.3
Nc1nc2c(ccc3ccccc32)s1
  A: 6.0; B: 3.3; C: -1.2; D: 1.8; E: 4.4; F: -4.4; G: -4.4; H: 4.0; I: -5.4; J: 6.2
CCNC(=O)C1(C)CCCN(C(=O)c2ccc(F)c(C)c2)C1 (centres undefined)
  A: -4.1; B: nt; C: 1.0; D: 3.4; E: 0.1; F: 17.9; G: 3.4; H: 2.0; I: -0.8; J: -2.1
N#C/C=C1/NC(=O)c2ccccc2S1
  A: 2.1; B: -4.5; C: 0.1; D: 5.2; E: 9.2; F: 5.4; G: 7.3; H: -3.4; I: -3.5; J: -0.1
COc1ccc(C(c2nnnn2Cc2ccccc2)N2CCN(c3nc4ccccc4s3)CC2)cc1 (centres undefined)
  A: 11.4; B: -37.6; C: -0.2; D: -6.0; E: -12.8; F: 14.0; G: 2.1; H: -7.5; I: -12.5; J: -2.7
O=c1ccc(Oc2nc(N3CCCCC3)nc(N3CCCCC3)n2)n[nH]1
  A: 5.9; B: 13.3; C: -1.2; D: 0.4; E: -3.3; F: -6.1; G: -2.1; H: -2.3; I: -2.5; J: 5.6
COc1cc(C(=O)N/N=C/c2sccc2C)cc(OC)c1OC
  A: -8.8; B: 0.4; C: -1.1; D: 2.7; E: 14.3; F: -5.2; G: -2.7; H: 1.7; I: -4.2; J: 1.6
COc1cccc(/C=N/Nc2nccnc2Cl)c1O
  A: -2.1; B: 0.9; C: -4.4; D: 0.2; E: 29.9*; F: 6.0; G: 1.1; H: -3.9; I: -2.8; J: -0.2
Cc1ccc(S(=O)(=O)CCC(=O)Nc2nc3c(s2)CCCC3)cc1
  A: 1.2; B: -0.8; C: 0.3; D: 6.1; E: -6.2; F: 3.6; G: 5.5; H: -7.5; I: -5.9; J: -3.2
CCCCN1C=C(C(=O)OC)C(c2ccccc2C(F)(F)F)C(C(=O)OC)=C1
  A: 4.0; B: 0.8; C: -1.0; D: 2.2; E: 5.3; F: 2.1; G: 0.7; H: -1.8; I: -3.4; J: -2.0
CC1CCN(c2oc(-c3ccco3)nc2S(=O)(=O)c2ccccc2)CC1
  A: 1.2; B: 2.5; C: -0.9; D: 9.0; E: 3.9; F: 7.1; G: -8.7; H: -5.2; I: -1.7; J: -1.4
O=c1c2ccccc2oc2ccc(NCCCN3CCOCC3)cc12
  A: 14.9; B: 7.1; C: -4.7; D: -1.1; E: 11.4; F: 13.9; G: -0.9; H: -1.9; I: -0.9; J: 6.0
CCCNS(=O)(=O)c1ccc(CCC(=O)N2CCCC2)cc1
  A: -8.4; B: 3.5; C: -4.0; D: 0.6; E: 5.0; F: -3.6; G: -2.7; H: 3.4; I: 1.5; J: 3.0
C=CCNC(=O)c1cnc2n(c1=O)CCS2
  A: 6.6; B: 1.3; C: 2.7; D: 5.9; E: -2.1; F: 13.1; G: 3.5; H: -1.1; I: -2.4; J: 7.9*
O=C(NCc1nc2ccccc2[nH]1)c1c(F)c(F)c(F)c(F)c1F
  A: 5.1; B: 0.6; C: 0.0; D: -2.2; E: 0.7; F: 9.7; G: -0.1; H: 4.0; I: 3.5; J: -2.5
C=CCn1c(SCC(=O)c2[nH]c(C)c(C(=O)OC)c2C)nc2scc(-c3ccc(OC)c(OC)c3)c2c1=O
  A: 8.7; B: -1.0; C: -0.8; D: 0.0; E: -1.2; F: 3.8; G: 7.9; H: 3.0; I: -9.3; J: -3.2
CCOc1cc(/C=N/NS(=O)(=O)c2ccc(OC)cc2)ccc1OCCN1CCOCC1
  A: -0.2; B: 2.4; C: -0.7; D: -2.6; E: 1.7; F: -6.4; G: -0.7; H: 7.2; I: 0.4; J: -3.7
O=C(CSc1nc2ccccc2n1Cc1ccccc1)N/N=C/c1ccccc1C(=O)O
  A: -11.3; B: -19.8; C: -0.2; D: -1.6; E: 4.8; F: -8.0; G: 26.1; H: 3.1; I: -2.2; J: -0.5
COc1ccc(C)cc1S(=O)(=O)Nc1ccc(F)cc1
  A: -5.1; B: -4.2; C: 3.4; D: -2.2; E: 0.3; F: -6.0; G: -4.6; H: 0.7; I: 1.3; J: -4.1
O=C(NCCCNC(=O)c1ccccc1F)c1ccco1
  A: 4.7; B: -1.3; C: -0.8; D: -2.3; E: 2.0; F: -9.7; G: 2.9; H: -2.4; I: 4.4; J: -1.5
Cn1nnnc1SCc1cccc2ccccc12
  A: -4.0; B: -2.3; C: -0.6; D: 4.8; E: 3.8; F: -0.1; G: -2.7; H: 2.9; I: -6.6; J: -3.3
COc1ccc(N2CCN(C(=O)CNC(=O)Cc3ccc(Cl)cc3)CC2)cc1
  A: -4.1; B: -8.5; C: -1.1; D: -0.6; E: -1.9; F: -1.4; G: -3.1; H: 2.2; I: -0.4; J: -2.2

# Entries shown so far that contain a CF3 group, in the order listed:
# Letters: A = ARFGAP1 inhibitor; B = HTRA1 inh; C = PG9 binder; D = NR1D1 modulator; E = mABHD4 FP; F = ASAP1 GAP inh; G = rCAG binder; H = GC-B act; I = GC-A act; J = SMARCA2 act
Cc1nn(-c2cccc(Cl)c2)c2nc(C(F)(F)F)[nH]c(=O)c12
  A: -3.0; B: 2.5; C: 1.5; D: -3.0; E: -16.4; F: -12.4; G: 5.0; H: 2.1; I: 5.6; J: -2.6
CCCCN1C=C(C(=O)OC)C(c2ccccc2C(F)(F)F)C(C(=O)OC)=C1
  A: 4.0; B: 0.8; C: -1.0; D: 2.2; E: 5.3; F: 2.1; G: 0.7; H: -1.8; I: -3.4; J: -2.0
